Source: PubChem
GluA2 TARP mod: modulators of GluA2-stargazin AMPA receptor complexes, primary screen, cell-based, membrane potential dye; HEK293 GluA2+stargazin, membrane potential dye (FDSS), glutamate EC50; hits were called plate by plate, in both directions; calls only at 30 µM; 3.5% of 40,000 active; Voltage-dependent calcium channel gamma-2 subunit (Mus musculus) + Glutamate receptor 2 …;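 active = any of four per-well response measures lying three or more SD from its plate-wide compound average, in either direction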
Target sequence (O88602 whole entry, looked up): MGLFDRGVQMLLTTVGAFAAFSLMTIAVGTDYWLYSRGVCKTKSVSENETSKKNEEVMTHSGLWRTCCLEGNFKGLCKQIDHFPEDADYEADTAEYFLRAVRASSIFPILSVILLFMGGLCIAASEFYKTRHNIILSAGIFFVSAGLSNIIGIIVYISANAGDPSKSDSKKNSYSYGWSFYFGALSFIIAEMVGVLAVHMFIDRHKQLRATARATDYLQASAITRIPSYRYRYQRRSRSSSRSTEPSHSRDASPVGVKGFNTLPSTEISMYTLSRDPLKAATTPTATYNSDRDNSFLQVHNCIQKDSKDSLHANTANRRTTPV
Target sequence (P19491 whole entry, looked up): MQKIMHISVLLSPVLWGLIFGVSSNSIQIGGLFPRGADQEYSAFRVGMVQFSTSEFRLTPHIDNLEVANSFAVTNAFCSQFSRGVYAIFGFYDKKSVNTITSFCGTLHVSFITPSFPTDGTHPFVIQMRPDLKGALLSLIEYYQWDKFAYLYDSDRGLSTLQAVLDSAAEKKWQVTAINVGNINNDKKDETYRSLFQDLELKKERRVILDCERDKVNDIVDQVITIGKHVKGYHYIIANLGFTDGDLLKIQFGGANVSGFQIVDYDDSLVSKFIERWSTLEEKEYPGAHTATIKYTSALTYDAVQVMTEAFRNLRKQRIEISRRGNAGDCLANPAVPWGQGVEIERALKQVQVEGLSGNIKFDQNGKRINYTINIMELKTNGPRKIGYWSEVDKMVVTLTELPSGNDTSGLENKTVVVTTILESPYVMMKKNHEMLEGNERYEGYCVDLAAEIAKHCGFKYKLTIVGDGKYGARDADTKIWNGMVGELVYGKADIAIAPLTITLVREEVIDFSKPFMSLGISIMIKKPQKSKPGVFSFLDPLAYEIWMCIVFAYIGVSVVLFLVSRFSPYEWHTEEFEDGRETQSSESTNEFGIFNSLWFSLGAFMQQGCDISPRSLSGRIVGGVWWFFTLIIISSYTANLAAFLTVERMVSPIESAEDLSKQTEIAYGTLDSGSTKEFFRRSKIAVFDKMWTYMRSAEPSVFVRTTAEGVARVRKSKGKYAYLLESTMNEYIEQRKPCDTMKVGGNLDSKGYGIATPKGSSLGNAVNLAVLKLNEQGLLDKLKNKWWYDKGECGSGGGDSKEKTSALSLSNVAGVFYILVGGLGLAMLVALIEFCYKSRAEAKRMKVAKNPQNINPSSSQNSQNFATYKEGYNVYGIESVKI
GluA2 TARP mod agonism max-min: also measured in GluA2 TARP mod; calls as there; compound max-min signal; compound-alone response (agonism);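 unitless range of fluorescence divided by baseline over first 100 seconds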
GluA2 TARP mod glutamate slope: further read-out of GluA2 TARP mod, marked with its call; glutamate slope, % of max; measured here: glutamate response slope, % max;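 scaled per plate between vehicle wells and maximal 1 mM glutamate control wells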
Active calls of the source: *; i = inactive. Some of the compounds tested; the hit share may differ from the screen's.

SMILES	GluA2 TARP mod	GluA2 TARP mod agonism max-min	GluA2 TARP mod glutamate slope
CCCN1C(=O)NC2(CCN(C(=O)C3CCCCC3)CC2)C1=O	i	0.062	51
O=C(CCCS(=O)(=O)c1ccc(Cl)cc1)Nc1nc2ccc(Br)cc2s1	i	0.083	66
NS(=O)(=O)c1ccc(CNC(=O)Cc2csc(Nc3ccc(F)cc3)n2)cc1	i	0.11	51
O=C(NCCN1CCOC(c2ccccc2)C1)c1cc2ccccc2oc1=O (configuration not stated)	i	0.068	39
CC(C)(C)C(=O)N1CCc2ccc(NS(=O)(=O)c3ccc(F)c(Cl)c3)cc21	i	0.073	72
CCC1CCCCN1C(=O)c1cnn2c(C(F)F)cc(-c3ccccc3)nc12 (configuration not stated)	i	0.09	54
Cc1ccc(-n2ccnc2N2CCN(CC(=O)Nc3ccccc3C)CC2)cc1	i	0.043	33
CCOC(=O)CS(=O)(=O)c1ccc(S(C)(=O)=O)cc1[N+](=O)[O-]	i	0.051	48
CN(C)c1ccc(NC(=O)Nc2cn(C)c3ccccc23)cc1	i	0.14	61
COC(=O)Cn1c(=O)c2c(nc3n(C4CCCCC4)c(C)c(C)n23)n(C)c1=O	i	0.12	73
COc1cc(OC)cc(C(=O)Nc2ccc(N3CCCC3=O)c(OC)c2)c1	i	0.095	52
Cc1cc([N+](=O)[O-])ccc1NC(=O)C(=O)NC1CCCCCC1	i	0.14	52
CCOC(=O)N1CCC(NC(=O)C2CCCN(Cc3nc(-c4cccnc4)no3)C2)CC1 (configuration not stated)	i	0.077	64
Cc1ccccc1-c1noc(CSc2nc3ccccc3c(=O)n2Cc2ccco2)n1	i	0.086	55
O=C(NCC1(c2cccs2)CC1)Nc1ccc2c(c1)OCO2	i	0.14	43
O=C(Nc1nnc(-c2ccc(Br)s2)o1)c1ccc2ncsc2c1	i	0.13	37
CCC(C)NC(=O)c1c(N)n(-c2ccc(S(N)(=O)=O)cc2)c2nc3ccccc3nc12 (configuration not stated)	i	0.11	68
O=C1NC(=O)C2(CCN(C(=O)/C=C/c3ccccc3)CC2)N1	i	0.043	20
O=C(NC1CCCCC1N1C(=O)CSC1=O)c1ccc[nH]c1=O (configuration not stated)	i	0.15	48
CCOc1cc(C2C(C(=O)OC)=C(C)NC3=C2C(=O)CCC3)c(Cl)cc1OC (configuration not stated)	i	0.057	41
Cc1ccc(S(=O)(=O)N2CCC(C(=O)Nc3nc(-c4ccc(C)c(C)c4)cs3)CC2)cc1	i	0.066	55
Cc1ccc(C)c(Cn2c(CCNC(=O)CCC(C)O)nc3ccccc32)c1 (configuration not stated)	i	0.066	65
O=C(Nc1ccc2cn[nH]c2c1)C1CCCN(c2ccc(-n3ccnc3)nn2)C1 (configuration not stated)	i	0.079	66
CC(C)(C)c1ccc(S(=O)(=O)c2cc3cc(F)cc(F)c3oc2=O)cc1	i	0.088	64
O=C(COc1ccc(C2CCCCC2)cc1)Nc1ccc(-c2nc3ncccc3o2)cc1	i	0.069	40
COc1ccc(N2CCN(CCn3c(C)cn4c5c(=O)[nH]c(=O)n(C)c5nc34)CC2)cc1	i	0.14	70
COc1ccccc1C1NC(=O)NC(C)=C1C(=O)OC1CCCCC1 (configuration not stated)	i	0.069	27
Cc1ccc(CNC(=O)C(=O)Nc2c3c(nn2-c2ccc(C)cc2)CSC3)cc1	i	0.052	72
O=C(CSC1CCCC1)NCC#CCN1CCc2ccccc2C1	i	0.055	45
O=C1c2ccccc2C(=O)N1CCC12CC3CC(CC(C3)C1)C2	i	0.057	45
COc1ccc(CCn2c(N3CCCCC3)nc3c2c(=O)[nH]c(=O)n3C)cc1	i	0.085	52
O=C(CCc1ccccc1)N1CCN(c2ncnc3c2nnn3Cc2ccccc2)CC1	i	0.072	64
CN1CCN(n2c3c(c(SCC(=O)Nc4ccc5c(c4)OCCO5)nc2=O)CCC3)CC1	i	0.14	47
O=C(CCCNS(=O)(=O)c1ccc(F)cc1)NCc1cccnc1	i	0.091	69
CS(=O)(=O)N1CCCCC1C(=O)N(CC1CCCO1)c1nc2c(F)cccc2s1 (configuration not stated)	i	0.1	60
O=S(=O)(NCc1ccccn1)c1c(Cl)cccc1Cl	i	0.085	59
COc1ccc(-c2ccc(=O)n(CCNC(=O)C(C)Oc3ccccc3F)n2)cc1OC (configuration not stated)	i	0.073	55
O=C(Nc1ccc(N2CCCCC2=O)cc1)c1cc(Cl)ccc1Cl	i	0.092	44
CCn1nnc2c(SCC(=O)NC3CCCCC3)ncnc21	i	0.024	32
CC1CCN(c2nc3c(c(=O)[nH]c(=O)n3C)n2CC(O)CO)CC1 (configuration not stated)	i	0.13	51
O=C(Nc1ccccc1OC(F)F)c1ccc(S(=O)(=O)N2CCCC2)cc1	i	0.097	53
COc1ccc(C)cc1N1CCCn2c1nc1c2c(=O)n(Cc2ccccc2C)c(=O)n1C	i	0.093	52
Cc1nnc(NC(=O)CCc2csc3nc(-c4ccc(Cl)cc4)cn23)s1	i	0.14	81
CCn1c(=O)c(C(=O)Nc2ccc(C)cc2)cc2cccnc21	i	0.09	42
COc1cccc(CNC(=O)c2nc(-c3cnccn3)no2)c1	i	0.15	66
CC1CCCN(S(=O)(=O)c2ccc3ccccc3c2)C1 (configuration not stated)	i	0.06	56
Cc1ccc(-c2ccc(SCC(=O)Nc3ccccc3[N+](=O)[O-])nn2)cc1	i	0.039	46
COc1ccc(OC)c(-c2n[nH]c(C(=O)O)c2C)c1	i	0.093	48
COC(=O)c1ccc(NC(=O)C(=O)NCC(O)c2ccsc2)cc1 (configuration not stated)	i	0.11	50
Cc1ccc(NC(=O)c2cc(-c3ccc(F)cc3)nc3c2c(C)nn3C2CCS(=O)(=O)C2)cc1 (configuration not stated)	i	0.11	56
O=C(NCCCc1ccccc1)N1CCN(CCn2cccn2)CC1	i	0.12	52
Cc1nn(C2CCS(=O)(=O)C2)c2nc(-c3ccco3)cc(C(=O)NC3CC3)c12 (configuration not stated)	i	0.051	36
CC(=O)Nc1ccc(S(=O)(=O)N2CCN(c3ccc(NCC4CCCO4)nn3)CC2)cc1 (configuration not stated)	i	0.14	53
Cc1ccc(NC(=O)CSc2ncc(S(=O)(=O)c3ccc(C(C)(C)C)cc3)c(=O)[nH]2)cc1F	i	0.11	48
Cc1cc(C)n(CC(=O)NCCc2c[nH]c3ccccc23)n1	i	0.13	49
O=C(Nc1nnc(CS(=O)(=O)c2ccccc2)o1)c1ccc(Oc2ccccc2)cc1	i	0.099	40
N#Cc1cccc(C(=O)NCC(O)Cc2ccccc2)c1 (configuration not stated)	i	0.13	76
CC(=O)OCc1c(OC(C)=O)ccc2c1O/C(=C\c1ccc3c(c1)OCO3)C2=O	i	0.044	44
Cc1c(Cl)cccc1NC(=O)CCc1csc(NC(=O)c2ccco2)n1	i	0.12	59
COc1ccc(OC)c(C(=O)/C=C/c2ccc(Cl)cc2)c1	i	0.11	60

Part of the list above, in markdown:
| compound | GluA2 TARP mod | GluA2 TARP mod agonism max-min | GluA2 TARP mod glutamate slope |
| --- | --- | --- | --- |
| COc1ccc(C)cc1N1CCCn2c1nc1c2c(=O)n(Cc2ccccc2C)c(=O)n1C | i | 0.093 | 52 |
| Cc1nnc(NC(=O)CCc2csc3nc(-c4ccc(Cl)cc4)cn23)s1 | i | 0.14 | 81 |

Single values from the results shown:
Entry of `COc1ccc(OC)c(-c2n[nH]c(C(=O)O)c2C)c1` in GluA2 TARP mod glutamate slope: 48
Entry of `CN1CCN(n2c3c(c(SCC(=O)Nc4ccc5c(c4)OCCO5)nc2=O)CCC3)CC1` in GluA2 TARP mod glutamate slope: 47
Entry of `CC(=O)OCc1c(OC(C)=O)ccc2c1O/C(=C\c1ccc3c(c1)OCO3)C2=O` in GluA2 TARP mod agonism max-min: 0.044
Entry of `Cc1cc(C)n(CC(=O)NCCc2c[nH]c3ccccc23)n1` in GluA2 TARP mod glutamate slope: 49
Entry of `COc1cc(OC)cc(C(=O)Nc2ccc(N3CCCC3=O)c(OC)c2)c1` in GluA2 TARP mod agonism max-min: 0.095

The list continues:
SMILES	GluA2 TARP mod	GluA2 TARP mod agonism max-min	GluA2 TARP mod glutamate slope
COc1ccc(Cl)cc1C(=O)N1CCN(c2ccc(-c3cccnc3)nn2)CC1	i	0.1	28
Cc1cc(-c2nnc(NC(=O)CSc3ccc(Cl)cc3)o2)nn1C	i	0.097	55
O=C(NCCN1CCC(c2cccs2)CC1)C(=O)Nc1cccnc1	i	0.076	64
COc1ccc(Br)c(C(=O)Nc2ccc3c(c2)N(C(=O)C2CCCC2)CC3)c1	i	0.092	65
COc1ccc(CCNC(=O)c2csc3c2CCCC3)cc1OC	i	0.023	48
CC(C)(Oc1ccc(Cl)cc1)C(=O)N1CCC(c2cccs2)CC1	i	0.12	62
O=C1C(=O)N(CCn2c3ccccc3c3nc4ccccc4nc32)c2ccccc21	i	0.025	61
CCOc1ccc(-c2ccc(=O)n(CCNS(=O)(=O)c3cc(C)ccc3OC)n2)cc1	i	0.051	58
O=C(NCCOc1ccc(-c2ccc(F)cc2)nn1)c1cccc(Cl)c1	i	0.081	58
COc1ccc(-n2ccnc(NCCc3ccc(OC)c(OC)c3)c2=O)cc1Cl	i	0.11	57
CCOc1ccccc1NC(=O)COc1ccccc1C(C)C	i	0.037	69
CCOCCn1c(=O)c2c(nc3n2CCCN3c2ccc(CC)cc2)n(C)c1=O	i	0.12	57
Cc1cccc(C)c1NC(=O)C(=O)NCC1CCN(C2CCCC2)CC1	i	0.073	66
COc1ccc(NC(=O)CC2Nc3cc(C)c(C)cc3NC2=O)cc1Cl (configuration not stated)	i	0.078	49
COc1ccc2nc(-c3ccc(C)c(NS(=O)(=O)c4cccc(Cl)c4)c3)cn2n1	i	0.068	54
CCOC(=O)c1oc2cc(OCC#N)ccc2c(=O)c1-c1ccc(OC)cc1	i	0.065	53
COCCN(CCOC)S(=O)(=O)c1ccc(C(=O)Nc2nnc(-c3ccc(C)c(C)c3)o2)cc1	i	0.075	62
CCNc1cc(C)nc(NCCNC(=O)Nc2ccc3c(c2)OCCO3)n1	i	0.092	58
Cn1c(C(F)(F)F)nn(CCNC(=O)COc2ccccc2)c1=O	i	0.11	59
COc1cn(CC(=O)Nc2cc(C)cc(C)c2)c(CSc2nccc(C)n2)cc1=O	i	0.053	53

Next section; it opens with the two that closed the last part.
SMILES	GluA2 TARP mod	GluA2 TARP mod agonism max-min	GluA2 TARP mod glutamate slope
Cn1c(C(F)(F)F)nn(CCNC(=O)COc2ccccc2)c1=O	i	0.11	59
COc1cn(CC(=O)Nc2cc(C)cc(C)c2)c(CSc2nccc(C)n2)cc1=O	i	0.053	53
Cn1nc(-c2cccc(NS(=O)(=O)c3ccc(Cl)s3)c2)ccc1=O	i	0.06	56
CCC1CCCCN1C(=O)C(=O)c1c[nH]c2ccccc12 (configuration not stated)	i	0.15	67
CCOc1cc(C)c(Cl)cc1S(=O)(=O)Nc1cccc2cn[nH]c12	i	0.13	33
COc1ccc(Cl)cc1NC(=O)C(=O)NCC(O)(c1cccs1)C1CC1 (configuration not stated)	i	0.099	44
Oc1cc(CN2CCCCCC2)c(O)cc1CN1CCCCCC1	i	0.08	58
COc1cccc(OCC(O)CN2CCN(c3ccccn3)CC2)c1 (configuration not stated)	i	0.031	52
COc1ccc(C)cc1NC(=O)c1cc(S(=O)(=O)N2CCN(c3ccccc3)CC2)ccc1F	i	0.096	64
O=C(Cc1csc(NC(=O)c2ccc(=O)[nH]c2)n1)NCCc1c[nH]c2ccccc12	i	0.05	33
CCCC(=O)Nc1ccc(C(=O)NCCNC(=O)c2ccccc2OC)cc1	i	0.074	54
O=c1c2ccccc2nc(SCc2nc(-c3ccc(Cl)cc3)no2)n1Cc1ccco1	i	0.088	61
COC(=O)C12CC3CC(CC(NC(=O)c4ccc5nc[nH]c5c4)(C3)C1)C2	i	0.11	60
O=C(CSc1nnc(-c2ccncc2)o1)Nc1ccc(Br)cc1	i	0.033	48
COc1ccc(-c2nc(SC(CC(=O)NCCc3ccccc3)c3ccc(C)cc3)n[nH]2)cc1 (configuration not stated)	i	0.14	88
Cc1ccc(-c2cc(C(=O)Nc3cc(S(N)(=O)=O)ccc3C)c3ccccc3n2)c(C)c1	i	0.057	3
COc1ccc(-c2nc(CCNC(=O)CCCn3nc(-c4cccs4)ccc3=O)cs2)cc1	i	0.024	27
CC(C)n1ccc(-c2nnc(NC(=O)c3ccc(N4C(=O)CCC4=O)cc3)o2)n1	i	0.063	37
COc1ccc(CC(=O)NCCS(=O)(=O)N2CCc3ccccc3C2)cc1	i	0.095	54
O=C(NCCn1ncc2c(N3CCCCCC3)ncnc21)C12CC3CC(CC(C3)C1)C2	i	0.044	41
COc1ccc(Cl)cc1NC(=O)CSc1c(C)cnc2c1c(=O)n(C)c(=O)n2C	i	0.056	52
CCCOc1ccc(S(=O)(=O)Nc2ccc3c(c2)CCCN3S(=O)(=O)CCC)cc1	i	0.079	60
CC(=O)c1cccc(S(=O)(=O)NCC2CCN(C(=O)c3cc4ccccc4o3)CC2)c1	i	0.077	41
Cc1ccc(S(=O)(=O)N2CCC(C(=O)Nc3ccc4c(c3)C(=O)NC4=O)CC2)cc1	i	0.11	50
COC(=O)Cn1c(=NC(=O)C2CCCN(S(C)(=O)=O)C2)sc2cc(Cl)ccc21 (configuration not stated)	i	0.072	46
COC(=O)CCn1c(=O)c2c(nc3n(-c4cc(OC)ccc4OC)c(C)c(C)n23)n(C)c1=O	i	0.094	56
O=C(c1ccccc1)c1ccc(OCC(=O)N2CCN(c3ccc4nncn4n3)CC2)cc1	i	0.058	40
